Bioassay records from PubChem.
mcGAS MS inh – mouse cGAS inhibition by mass spec; Q8C6L5; recombinant mouse cGAS, cGAMP by RapidFire MS; inhibition, % at 12.5 µM; hit rate 0.18% among 130,000;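 active means inhibition of cGAS enzyme activity at or above 60%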;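 further: enzyme stimulated by 45 bp dsDNA with ATP and GTP substrates; cGAMP share of summed cGAMP plus half ATP and half GTP signals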
Target sequence (Q8C6L5 whole entry, looked up): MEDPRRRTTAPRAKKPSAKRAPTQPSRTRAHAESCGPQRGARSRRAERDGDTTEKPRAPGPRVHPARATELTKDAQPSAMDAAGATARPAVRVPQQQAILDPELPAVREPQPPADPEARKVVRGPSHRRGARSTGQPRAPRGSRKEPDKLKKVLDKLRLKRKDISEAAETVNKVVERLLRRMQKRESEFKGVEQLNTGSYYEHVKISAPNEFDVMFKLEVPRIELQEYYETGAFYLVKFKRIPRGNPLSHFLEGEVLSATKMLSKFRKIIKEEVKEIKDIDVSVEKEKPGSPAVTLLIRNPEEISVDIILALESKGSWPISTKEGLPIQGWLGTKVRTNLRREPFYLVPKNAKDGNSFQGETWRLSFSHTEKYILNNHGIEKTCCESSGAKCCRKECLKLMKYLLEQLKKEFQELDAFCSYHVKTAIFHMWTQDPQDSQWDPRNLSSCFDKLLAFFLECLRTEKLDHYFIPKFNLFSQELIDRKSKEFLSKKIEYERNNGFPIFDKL
* hit, by the source's call; & = joins results of further samples. Only part of the results is shown; count on the stated rates, not on these rows.

SMILES	mcGAS MS inh
CN1CC2=C(C1=O)C(c1ccc(F)cc1)NC(=O)N2 (stereo unspecified)	19.1
O=S1(=O)CC2N=C(Nc3ccccc3F)SC2C1 (stereo unspecified)	10.0
CC(=O)c1c(C)cc(C)c(CN2CC(C(=O)N(C)C)Oc3ccccc32)c1C (stereo unspecified)	7.6
COc1cc2c(cc1OC)/C(=C/CC1(C)C(=O)CCC1=O)CCS2	-4.8
Cc1c(C(=O)N2CCC(OCc3ccccc3)CC2)oc2c(F)cccc12	-9.9
COC(=O)c1ccc(CNC2CCCc3c2cnn3-c2ccccc2F)cc1 (stereo unspecified)	-7.9
COc1ccc(-c2oc3cc(O[C@H]4O[C@H](CO)[C@@H](O)[C@H](O)[C@H]4O)c(OC)c(O)c3c(=O)c2OC)cc1O	3.0
COCc1cc(CN(C)Cc2cc3n(n2)CCCNC3)n[nH]1	-3.9
CC(C)(C)C(=O)NCCC(=O)N1CCC(Nc2ccccc2)C1 (stereo unspecified)	-0.7
Cc1ccc(NCN2C(=O)c3ccccc3C2=O)nc1	-9.3
Cc1ccc(NC(=O)CCn2nc3ccccn3c2=O)cc1F	-7.9
O=c1[nH]c(=O)n(C2C[C@@H](O)[C@@H](CO)O2)cc1F (stereo partly specified)	-1.5

6 entries out of the list, ordered by length of the SMILES, smallest number first:
SMILES	mcGAS MS inh
Cc1ccc(NCN2C(=O)c3ccccc3C2=O)nc1	-9.3
CN1CC2=C(C1=O)C(c1ccc(F)cc1)NC(=O)N2 (stereo unspecified)	19.1
COCc1cc(CN(C)Cc2cc3n(n2)CCCNC3)n[nH]1	-3.9
COc1cc2c(cc1OC)/C(=C/CC1(C)C(=O)CCC1=O)CCS2	-4.8
O=c1[nH]c(=O)n(C2C[C@@H](O)[C@@H](CO)O2)cc1F (stereo partly specified)	-1.5
COc1ccc(-c2oc3cc(O[C@H]4O[C@H](CO)[C@@H](O)[C@H](O)[C@H]4O)c(OC)c(O)c3c(=O)c2OC)cc1O	3.0

Another view of some results above.
canonical_smiles | mcGAS MS inh
COCc1cc(CN(C)Cc2cc3n(n2)CCCNC3)n[nH]1 | -3.9
CC(=O)c1c(C)cc(C)c(CN2CC(C(=O)N(C)C)Oc3ccccc32)c1C (stereo unspecified) | 7.6
Cc1ccc(NC(=O)CCn2nc3ccccn3c2=O)cc1F | -7.9

The results go on:
SMILES	mcGAS MS inh
COc1cc(N=c2ccccn2C)cc(OC)c1OC	-5.4
Cc1nnc(NC(=O)c2ccc(OC(C)C)cc2)s1	-12.3
C=C(C)Cn1c(N2CCN(Cc3cccc4ccccc34)CC2)nc2c1c(=O)[nH]c(=O)n2C	-2.7
N#Cc1cccc(C(=O)N2CCOC(COCc3ccccc3F)C2)c1 (stereo unspecified)	-4.4
Cc1cc(C(=O)N2CC[C@H](N(C)C)C2)c2cccc(C)c2n1	-14.5
CC(OC(=O)Cn1cnc2ccccc2c1=O)C(=O)N(C)c1ccccc1 (stereo unspecified)	-12.2
COc1ccc(N2C(=O)C3C4CC5C(OC2(C(C)C)C53)C4O)cc1 (stereo unspecified)	-16.5
COCC(C)Nc1nc2ccccc2o1 (stereo unspecified)	2.0
CCOC(=O)C1CCN(C(c2ccc(Cl)cc2)C2Sc3nc(C)nn3C2=O)CC1 (stereo unspecified)	-8.8
CC(C)c1cc(C2CCN(C(=O)C(C)n3ccnc3C(C)C)CC2)[nH]n1 (stereo unspecified)	-13.7&11.4
Nc1cc(N)c(C(=O)O)cc1C(=O)O	-4.5
O=C(c1c(F)cccc1Cl)N1CCOC(COCc2ccccc2F)C1 (stereo unspecified)	-4.4
CC(C)CNC(=O)CN(C)C(=O)c1csc(Nc2cc(Cl)ccc2Cl)n1	-3.3
Cc1ccc(NC(=O)CN2CCC(C(=O)NCCOc3ccc(F)cc3)CC2)c(C)c1	-5.2
COCCn1c(=O)c2c(nc3n2CCN3c2cccc(OC)c2)n(C)c1=O	-3.8
Cc1ccc(OCCN2CCC2(C)C(=O)NCCCN2CCCC2=O)cc1 (stereo unspecified)	-4.1
CCOC(=O)c1c(NC(=O)Cn2nc([N+](=O)[O-])c(Br)c2C)sc(C)c1C	-10.8
Cc1ccccc1S(=O)(=O)Nc1nc2nc3ccccc3n2cc1C#N	12.5
Cc1cc(C(=O)O)sc1C(N)C(=O)O (stereo unspecified)	15.3
Cc1ccc(S(C)(=O)=O)cc1NC(=O)NOCc1ccccc1	-2.6
COc1cccc(Oc2cc(N3CCNCC3)ncn2)c1	-2.3
CC(=O)N1CCc2c(sc(NC(=O)/C=C/c3ccccc3)c2-c2nc3ccccc3s2)C1	-5.6
Cc1nc(C)c(C(=O)NC2CCN(C(=O)C3CCCC3)C2)o1 (stereo unspecified)	-4.8
Cc1nnc(SCCn2c(N3CCN(c4ccccc4)CC3)nc3c2c(=O)n(C)c(=O)n3C)s1	1.3
COc1ccc(NC(=O)CC2CCCC2)c(S(=O)(=O)N2CCCCC2)c1	-2.2
COc1cc(-c2ccc(=O)n(CC(=O)Nc3ccccc3C(F)(F)F)n2)cc(OC)c1OC	-13.0
O=C1CC2CS(=O)(=O)CC2N1c1ccc(OC(F)F)c(Cc2ccccc2)c1 (stereo unspecified)	0.2
N#Cc1ccc(CSc2ccc3c(c2)OCCO3)cc1	-3.9
CC1CCN(S(=O)(=O)NCCS(=O)Cc2ccccc2)CC1 (stereo unspecified)	-9.6
Fc1ccc(CN(Cc2ccncc2)Cc2cccc(-n3cccn3)c2)cc1	-9.6
CCOC(=O)C1=C(C)N(c2ccc3c(c2)OCCCO3)C(=O)NC1c1csnn1 (stereo unspecified)	-1.0
O=C(NC1CCCc2c1cnn2-c1ccc(F)cc1F)c1cnc(CN2CCCC2)s1 (stereo unspecified)	-10.8
Cc1cccc(NC(=O)C(C)n2ncccc2=O)c1C (stereo unspecified)	-0.6
COC(=O)c1ccc(/C=[N+](/[O-])C2(C)CCCCC2=O)cc1 (stereo unspecified)	-3.0
Cc1oc(-c2cc(Cl)cc(Cl)c2)c(C)c1-c1nn2c(C)nnc2s1	-5.4
O=C(c1ccco1)N(CCN1CCOCC1)c1nc2ccc(Cl)cc2s1	-6.4
Cc1ccccc1NC(=O)CC(=O)N(C)C1CCN(C)C1 (stereo unspecified)	-14.0
N#Cc1ccc(NC(=O)CCN2CCCC2c2ccsc2)cc1 (stereo unspecified)	-16.6
Cc1cccc(NC(=O)c2cc(Oc3ccc([N+](=O)[O-])cc3F)n(C)n2)c1	2.1
Cc1cc(C)cc(CN2CC(c3ccccn3)C2)c1	-8.3
Clc1ccc2nc(CSc3ncnc4sc5c(c34)CCCC5)cn2c1	21.6
COc1ccc2cc(CN3CCCN(c4ccncc4)CC3)c(=O)[nH]c2c1	60.4*
O=c1[nH]c(=S)[nH]c2sccc12	19.3
O=c1c2c(-c3ccccc3)ccnc2[nH]n1-c1ccccc1	-3.5
CCOC(=O)c1sc(N(C)C(=O)c2ccn(C)c(=O)c2)nc1C	0.4
N#CC(C(=O)C(F)(F)F)c1nc2ccccc2s1 (stereo unspecified)	47.5
CCS(=O)(=O)c1ccc(C(=O)N(CCN2CCOCC2)c2nc3ccc(F)cc3s2)cc1	-3.6
Oc1ccc(F)cc1C1=NNC(c2ccc(Cl)cc2)C1 (stereo unspecified)	3.6
CC1Cc2ccccc2N1C(=O)CN1C(=O)NC2(CCCCCCC2)C1=O (stereo unspecified)	-8.9
Cc1ccc(CC2=CN3CCS(=O)(=O)N=C3S2)cc1	3.2
COCCC(=O)N1CCc2[nH]nc(C(c3ccccc3)c3ccccc3)c2C1	0.1
COc1cccc(F)c1-c1c(-c2ccccc2)ncn1Cc1csc(N)n1	0.4
CS(=O)(=O)N1N=C(c2ccco2)CC1c1ccc(F)cc1 (stereo unspecified)	0.3
O=C(COc1cccc2c1CCNC2=O)Nc1ccc(Cl)c(Cl)c1	-3.8
CCc1ccc(S(=O)(=O)NCCn2nc(-c3cccnc3)ccc2=O)s1	-5.1
CCc1nnsc1C(=O)N1CCCOc2c(cccc2OC)C1	1.3
Cc1cc(C)cc(N(C)CC(=O)Nc2cc(C(C)(C)C)no2)c1	-5.4
CCn1c(=O)c2c(nc3n(CCCl)c(C)cn23)n(C)c1=O	1.4
COCCCCNC(=O)Nc1ccc(C(=O)N2CCCCC2C)cc1 (stereo unspecified)	-8.4
CC(=O)Nc1ccc(C(=O)NC2CCC3CCCCC3C2)cc1 (stereo unspecified)	-19.6
The list goes on.
SMILES	mcGAS MS inh
O=C(O)C(=Cc1ccc(-c2cccc([N+](=O)[O-])c2)o1)C(=O)O	-4.2
COC(=O)c1c(NC(=O)C2C3C=CC(C3)C2C(=O)O)sc2c1CCCCC2 (stereo unspecified)	-20.7
CCn1ncc(Cl)c1C(=O)NC(c1nccn1C)C1CC1 (stereo unspecified)	-7.0
c1ccc(Nc2nc(NCCN3CCOCC3)nc3nccnc23)cc1	-10.3
CCn1ccnc1CN1CC[C@@H](c2ccc3c(c2)OCO3)[C@H](O)C1	-5.9
Cc1cccc(CN2CCC(C(=O)Nc3ccc(Oc4ccccc4F)cc3)CC2)n1	-6.2
COC1CCN(C(=O)c2cccn2-c2cccc(I)c2)CC1	-0.9
CC(C)(C)n1nc2c(c1NC(=O)c1cccc3ccccc13)CS(=O)(=O)C2	-5.3
Cc1ccsc1-c1nc(CN(CCO)Cc2cccs2)c(C)o1	-1.8&-0.7
NNc1nncc2ccccc12	-3.6&4.7
COc1ccc(C(=O)N2CCCC2(C)C(=O)O)cc1C(F)(F)F (stereo unspecified)	3.8
CCN1CCC(NC(=O)CN2CCCC2Cn2nc(C)nc2C)CC1 (stereo unspecified)	-14.5
CCOc1ncccc1CN1CCC(C(=O)N2CCCC2C2CCCCC2)CC1 (stereo unspecified)	5.2
COc1ccccc1/C=C/C=C1\N=C(c2ccc(-c3ccccc3)cc2)OC1=O	6.2
CSc1ncc(Cl)c(C(=O)Nc2ccccc2F)n1	-14.2
CCCC1CCCN(C(=O)c2cc3ccccc3cc2O)CC1 (stereo unspecified)	-12.5
COc1cc(CSc2ncc(CO)n2CC(=O)NC(C)C)cc(OC)c1	-2.9
Cc1nc(N2CCN(Cc3ccccc3)CC2)nc2c1C(=O)CC(/C=C/c1ccccc1)C2 (stereo unspecified)	-28.7
CN1CCC(N(C)C(=O)/C=C/c2cn(S(=O)(=O)c3ccc(Cl)s3)c3ccccc23)CC1	-4.4
COCCCNC(=O)c1cc2c(=O)n3ccccc3nc2s1	-11.4
CSCCC(=O)N1CCCC(C(=O)c2ccc(-c3ccccc3)cc2)C1 (stereo unspecified)	-9.8
Cc1nc2n(n1)C(=O)C(C(c1ccccc1)N1CC(C)CC(C)C1)S2 (stereo unspecified)	-6.4
CCCC(C(=O)OCC)/C(C)=N\Nc1ccccc1[N+](=O)[O-] (stereo unspecified)	-9.4
CN1CCN(C(=O)c2ccc3ncccc3c2)CC1=O	-7.7

Ordered by the number under mcGAS MS inh (highest first): 4 of the compounds above
SMILES	mcGAS MS inh
CCOc1ncccc1CN1CCC(C(=O)N2CCCC2C2CCCCC2)CC1 (stereo unspecified)	5.2
CN1CCN(C(=O)c2ccc3ncccc3c2)CC1=O	-7.7
COCCCNC(=O)c1cc2c(=O)n3ccccc3nc2s1	-11.4
CSc1ncc(Cl)c(C(=O)Nc2ccccc2F)n1	-14.2

(cont.)
SMILES	mcGAS MS inh
COc1ccc(-c2cc(C(F)F)n3cnnc3n2)cc1	12.5
Fc1ccc(C2=Nc3nc(C(F)(F)F)nn3C(c3ccc(F)c(F)c3)C2)cc1 (stereo unspecified)	-1.6
CC(C)C(CNCc1ccccc1)N1CCCC1 (stereo unspecified)	3.1
Cc1ccc(-n2ncc3c(C4CC4)nn(CC(=O)N4CCc5ccccc54)c(=O)c32)c(C)c1	-4.2
CC(C)n1cc(C(=O)N2CCCC(c3n[nH]c(=O)n3-c3ccccc3)C2)cn1 (stereo unspecified)	-12.4
CCCC(=O)N1CCC1(C)C(=O)Nc1ccnn1CC (stereo unspecified)	-2.0
CCOC(=O)c1sc2[nH]c(-c3ccccc3)cc(=O)c2c1C	0.4
CN(C)S(=O)(=O)c1cccc(NC(=O)c2sccc2-n2cccc2)c1	-7.1
Cc1ccc(N2CCOC2=O)cc1NC(=O)c1ccc(Cl)s1	-6.2
CC(NC1CCC2(CCNCC2)CC1)c1ccc(S(C)(=O)=O)cc1 (stereo unspecified)	-7.4
Cc1ccc(N2CCn3c2nc2c3c(=O)n(CCC(C)C)c(=O)n2C)c(C)c1	-6.1
COc1cc2nc(N3CCN(C(=O)c4ccco4)CC3)nc(N)c2cc1OC	-5.4&-3.9&14.1
CCCC(C)(NC(=O)c1cccc(Cl)c1Cl)C(=O)OC (stereo unspecified)	-4.4
O=C(Nc1ccc(-c2cccc(F)c2)cc1)C1CCCN(C(=O)Cc2ccccn2)C1 (stereo unspecified)	0.6
Cc1nc2sc(C)c(C)n2c(=O)c1NC(=O)c1ccccc1F	-6.7
COc1cccc(-c2ccc(NC(=O)C3CCCN(C(=O)c4ccoc4)C3)cc2)c1 (stereo unspecified)	1.2
Cc1cc(C)nc(NC(C)c2cccc(-n3cncn3)c2)n1 (stereo unspecified)	-0.3
Cc1nn(C(=O)COc2ccc(Cl)cc2)c(C)c1Sc1ccccc1[N+](=O)[O-]	-10.7
Cc1cc(C)c(CNC(=O)c2ccc(-n3cncn3)cc2)c(=O)[nH]1	-24.6
CCCCCCC1(C)NC(=O)N(Cc2cc(=O)n3ccsc3n2)C1=O (stereo unspecified)	-0.3
S=c1nc2c(n[nH]1)c1ccccc1n2CC1CCCO1 (stereo unspecified)	-0.1
CCCCN(CC)C(=O)c1cc2c(=O)n3cccc(C)c3nc2n1C	-3.8
O=C(COc1cccc(C(F)(F)F)c1)Nc1ccc2c(c1)OCO2	2.6
CCc1ccc(N2CC(C(=O)OCc3nnc(C)o3)CC2=O)cc1 (stereo unspecified)	7.0
O=S(=O)(Nc1ccc(-n2cnnn2)cc1)c1ccc(S(=O)(=O)N2CCCC2)cc1	-5.7
CN(C)CCNC(=O)c1csc(N2CCN(CCc3ccccc3)C2=O)n1	-4.5
C=C(Nc1sc2c(c1C(=O)OC(C)C)CCC(C)C2)C(C#N)C(N)=O (stereo unspecified)	0.4
Fc1cccc(C2CC(c3cccc(Br)c3)Nc3nnnn32)c1 (stereo unspecified)	-8.7
O=C(CC1CCCO1)NCc1ccc(N2CCCC2)cc1 (stereo unspecified)	-6.2
CCOC(=O)C1(Cc2ccc(OC)cc2)CCN(C(=O)C2(C)CCCCC2)CC1	-8.8
NNc1ccnc2c(Cl)cccc12	23.2
